From PubChem
CCHFV vOTU inh: CCHFV vOTU protease inhibitors, primary screen, biochemical, Pep-AMC substrate, fluorescence; Crimean-Congo hemorrhagic fever virus L polyprotein viral ovarian tumor (vOTU) protease …; inhibition, % at 11.5 µM; 370,000 tested, 0.55% active; AID 651958, 2012; in the data active means inhibition above about 30%; further: 0% = vehicle wells with enzyme and 100% = no enzyme wells
DUSP3 inh: VHR1 phosphatase inhibitors, primary screen, biochemical, absorbance, uHTS; recombinant VHR phosphatase, pNPP absorbance; 290,000 tested, 0.52% active; inhibition, % at 13.3 µM; in the data active means inhibition above about 50%; further: some compounds called inactive have numbers as strong as hits
Target sequence (P51452 whole entry, looked up): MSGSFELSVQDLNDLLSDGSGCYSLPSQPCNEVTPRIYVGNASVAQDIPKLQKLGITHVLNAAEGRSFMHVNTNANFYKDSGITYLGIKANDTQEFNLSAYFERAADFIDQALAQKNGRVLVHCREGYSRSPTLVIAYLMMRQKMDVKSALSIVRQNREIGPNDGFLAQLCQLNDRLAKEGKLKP
MazF activator: activators of E. coli MazEF toxin-antitoxin RNase, primary screen, biochemical, fluorescence, uHTS; FAM/BHQ RNA-DNA oligo cleavage fluorescence, 5 h; activation, % at 20 µM; 350,000 tested, 0.32% active; AID 504720, 2011; in the data active means activation above about 50%
Target sequence (P0AE70 whole entry, looked up): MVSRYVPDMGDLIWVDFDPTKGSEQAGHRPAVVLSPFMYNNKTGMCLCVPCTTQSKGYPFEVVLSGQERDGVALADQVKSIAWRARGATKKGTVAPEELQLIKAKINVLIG
Yp Topo-I inh: Yersinia pestis topoisomerase I inhibitors, primary screen, biochemical, cleavage product accumulation, plate reader, single point | activity, % at 10 µM | 360,000 tested, 0.064% active | Y. pestis Topo-I cleavage product accumulation | AID 504884, 2011 | DNA topoisomerase I (Yersinia pestis CO92); in the data active means activity above about 50%, passing the limit was not always enough; further: inactives centre near 2
PrPC surface inh: inhibitors of human cell surface prion protein PrPC, primary screen, cell-based, TR-FRET | TR-FRET read-out | inhibition, % at 13.8 µM | 370,000 tested, 0.43% active; in the data active means inhibition above about 24%; further: 0% = median of the test wells and 100% = reference compound wells
3CLpro inhibitor: SARS-CoV 3CLpro protease inhibitors, primary screen, biochemical, quenched FRET; Replicase polyprotein 1ab (Severe acute respiratory syndrome coronavirus), P0C6X7; recombinant SARS-CoV 3CLpro, quenched FRET peptide cleavage; inhibition, % at 6 µM; 290,000 tested, 0.14% active; AID 1706, 2009; in the data active means inhibition above about 12%
Vc quorum ag: inducers of Vibrio cholerae quorum light production without autoinducers, primary screen, BH1578 luxS cqsA deficient, single point. 350,000 tested, 0.16% active. activation, % at 18.7 µM. V. cholerae BH1578 lux reporter, luminescence, 6 h; in the data active means activation mostly above about 9.7%, no sharp cut-off; further: not every result past the cut was called active; inactives centre near 0; reference of the scale not given here
TcdB GH inh: TcdB glycohydrolase inhibitors, primary screen, biochemical, single point, plate reader | inhibition, % at 9.99 µM | 350,000 tested, 0.24% active | Toxin B (Clostridioides difficile), P18177 | TcdB glycohydrolase enzymatic assay; in the data active means inhibition above about 10%
Rv3671c protease: Rv3671c serine protease inhibitors, primary screen, biochemical, fluorescence polarization, M. tuberculosis H37Rv; P9WHR9; inhibition, % at 5.96 µM; 320,000 tested, 0.048% active; AID 2606, 2010; in the data active means inhibition above about 38%;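 further: extracellular domain of Rv3671c used as enzyme; 0% = enzyme with DMSO and 100% = no enzyme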
Target sequence (P9WHR9 whole entry, looked up, the tested form may be a part): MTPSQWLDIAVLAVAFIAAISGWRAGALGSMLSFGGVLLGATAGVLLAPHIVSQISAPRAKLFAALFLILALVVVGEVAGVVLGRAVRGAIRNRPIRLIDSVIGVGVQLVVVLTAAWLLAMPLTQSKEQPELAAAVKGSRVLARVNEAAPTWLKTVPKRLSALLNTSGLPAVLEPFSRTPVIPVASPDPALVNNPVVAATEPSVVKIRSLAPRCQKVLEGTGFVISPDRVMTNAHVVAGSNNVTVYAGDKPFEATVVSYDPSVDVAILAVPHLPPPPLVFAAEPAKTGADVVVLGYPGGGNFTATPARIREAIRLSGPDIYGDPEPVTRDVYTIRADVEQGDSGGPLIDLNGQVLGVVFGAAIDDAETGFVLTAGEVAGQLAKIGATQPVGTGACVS
SSB-PriA inh: inhibitors of Klebsiella pneumoniae PriA binding to SSB C-terminal tail, primary screen, biochemical, AlphaScreen; AlphaScreen SSBct-PriA binding, biotinylated peptide; AID 1272365, 2023; PriA–SSB C-terminal tail interaction (Klebsiella pneumoniae); 430,000 tested, 0.6% active; inhibition, % at 33 µM; in the data active means inhibition mostly above about 37%, no sharp cut-off; inactive means mostly below about 20%;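 further: plate controls were negative control peptide for no effect and reference peptide for full effect; strong numbers were not always called active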
* marks the source's active call; other numbers are inactive results; i = inactive; · = not tested or not shown. This is a subset, so the mix of outcomes need not match the whole.

Abbreviations – A = CCHFV vOTU inh; B = DUSP3 inh; C = MazF activator; D = Yp Topo-I inh; E = PrPC surface inh; F = 3CLpro inhibitor; G = Vc quorum ag; H = TcdB GH inh; I = Rv3671c protease; J = SSB-PriA inh
> Cc1ccc(S(=O)(=O)NCCCNS(C)(=O)=O)cc1
  A: -3.2 | B: 2.6 | C: -6.8 | D: 2.2 | E: 0.0 | F: 5.8 | G: -0.4 | H: 3.2 | I: -7.0 | J: -0.6
> CCOc1ccccc1OC(C)C(=O)Nc1ccc(S(=O)(=O)N2CCCC2)cc1 (configuration not stated)
  A: 8.0 | B: 21.8 | C: 4.0 | D: 28.6 | E: -5.5 | F: -4.2 | G: i | H: 2.4 | I: -11.9 | J: -1.0
> CNC(=O)NC(=O)C(C)OC(=O)c1c(C)noc1C (configuration not stated)
  A: 2.8 | B: 27.1 | C: 2.3 | D: -0.6 | E: 4.6 | F: 1.9 | G: i | H: · | I: 1.2 | J: -12.5
> COc1ccc(C(=O)N/C(=C/c2ccc(Cl)cc2)C(=O)NCc2ccncc2)cc1
  A: 1.9 | B: 5.7 | C: -1.6 | D: -1.5 | E: -3.9 | F: -3.6 | G: -0.4 | H: 1.7 | I: -2.4 | J: -8.4
> CC(C)(C)NC(=S)Nc1ccc(Nc2ccccc2)cc1
  A: -1.3 | B: 53.4* | C: 1.0 | D: -9.2 | E: -1.1 | F: 0.8 | G: · | H: · | I: 18.9 | J: 51.8*
> Cc1cccc(N2CCN(C(=O)c3ccc4[nH]c(C)c(C)c4c3)CC2)c1C
  A: 1.6 | B: · | C: -1.4 | D: 20.4 | E: 4.5 | F: · | G: i | H: 0.6 | I: 11.9 | J: 8.5
> Cc1cc([N+](=O)[O-])nn1Cc1ccc(C(=O)N/N=C/c2ccc(N(C)C)cc2)cc1
  A: 0.6 | B: 8.7 | C: 13.7 | D: 1.2 | E: 1.0 | F: 5.0 | G: -1.0 | H: -0.4 | I: 3.3 | J: i
> COc1ccc(CNC(=O)c2c(C)cc(=O)oc2C)cc1
  A: -3.0 | B: 1.2 | C: 5.6 | D: 8.4 | E: 5.5 | F: -0.6 | G: -0.4 | H: -0.3 | I: 13.1 | J: 4.9
> CN(C)C1=NC[C@H](Cc2ccccc2)N1CC1CCC(C(C)(C)C)CC1 (some centres not stated)
  A: · | B: 12.7 | C: 12.4 | D: 13.7 | E: · | F: 0.1 | G: i | H: · | I: -6.1 | J: 9.4
> O=C(NNC(=O)C12CC3CC(CC(C3)C1)C2)c1ccccc1F
  A: -2.2 | B: 20.3 | C: 3.0 | D: 4.1 | E: 7.7 | F: 4.0 | G: -0.4 | H: 0.8 | I: 9.4 | J: -13.2
> COc1ccc(CCNC(=O)C(=O)NCC2OCCN2S(=O)(=O)c2ccc(F)cc2)cc1 (configuration not stated)
  A: 6.0 | B: 21.2 | C: -17.2 | D: -8.3 | E: 4.2 | F: 0.0 | G: -0.3 | H: 0.5 | I: -5.6 | J: -2.7
> O=C(Nc1ccc2oc(-c3ccccc3)nc2c1)c1ccncc1
  A: -1.9 | B: 18.8 | C: 1.8 | D: 9.9 | E: 12.5 | F: -9.6 | G: i | H: · | I: -4.1 | J: -10.4
> N#Cc1c(N)n(-c2ccc(N)cc2)c2nc3ccccc3nc12
  A: 9.8 | B: -6.7 | C: 4.3 | D: -0.9 | E: -25.0 | F: -0.9 | G: -0.7 | H: 1.0 | I: -2.0 | J: -4.1
> Cc1cc(C(=O)N/N=C/c2cc(Br)cc([N+](=O)[O-])c2O)c2ccccc2n1
  A: 6.5 | B: 7.3 | C: 6.0 | D: -5.3 | E: -6.0 | F: 1.0 | G: -0.6 | H: · | I: 30.0 | J: ·
> COc1cccc(NC(=S)NC(=O)c2cncc(Br)c2)c1
  A: -7.5 | B: · | C: -0.4 | D: -3.5 | E: 9.4 | F: · | G: -0.9 | H: 0.5 | I: 0.5 | J: -4.0
> CCOCCn1c(=O)c2c(nc3n2CC(C)CN3Cc2ccccc2)n(C)c1=O (configuration not stated)
  A: 9.1 | B: 10.8 | C: 3.9 | D: 4.6 | E: 7.5 | F: 1.7 | G: -2.0 | H: 2.0 | I: -3.7 | J: 1.4
> COc1ccc(CCNC(=O)C2C3CCC(C3)C2C(=O)O)cc1OC (configuration not stated)
  A: -2.0 | B: 12.2 | C: 9.4 | D: -4.3 | E: 0.3 | F: -2.0 | G: i | H: -0.1 | I: 3.5 | J: -14.6
> Cc1ccc(N2CC(C(=O)Nc3nnc(SCc4ccccn4)s3)CC2=O)cc1 (configuration not stated)
  A: -0.8 | B: 14.9 | C: -9.1 | D: 23.0 | E: 0.5 | F: 6.4 | G: 0.3 | H: 1.9 | I: 2.9 | J: -3.9
> CC1Cc2ccccc2N1C(=O)CN1C(=O)NC(C)(CCc2ccccc2)C1=O (configuration not stated)
  A: 10.8 | B: 2.3 | C: 4.9 | D: 19.5 | E: -7.1 | F: 5.5 | G: 0.7 | H: -0.7 | I: 2.9 | J: -6.4
> CCN(CC)CCN1C(=O)c2oc3ccc(F)cc3c(=O)c2C1c1ccncc1 (configuration not stated)
  A: 1.3 | B: 18.1 | C: 1.9 | D: 2.5 | E: -7.0 | F: · | G: -0.6 | H: -0.9 | I: -5.8 | J: -6.2
> CCC(C)[C@H](NC(=O)Nc1ccc(Oc2ccccc2)cc1)C(=O)O (some centres not stated)
  A: -1.9 | B: -4.1 | C: -4.2 | D: -1.9 | E: -3.9 | F: 6.7 | G: 3.1 | H: · | I: -1.4 | J: -4.4
> Clc1ccc(-c2noc(COc3ccccc3)n2)cc1
  A: 6.3 | B: 37.4 | C: -17.8 | D: -6.1 | E: -1.7 | F: -1.6 | G: i | H: · | I: -0.4 | J: -4.9
> Cc1ccc(NS(=O)(=O)c2ccc3c(c2)NC(=O)CO3)c(C)c1
  A: -6.2 | B: 35.2 | C: 8.6 | D: 4.2 | E: 3.9 | F: -9.7 | G: -0.6 | H: -0.9 | I: -9.7 | J: -15.2
> CCCCNC(=O)CCn1c(=O)c2ccccc2n(Cc2ccc(F)cc2)c1=O
  A: 8.4 | B: -6.7 | C: -14.9 | D: 9.4 | E: 2.1 | F: -1.5 | G: -0.2 | H: 1.0 | I: 0.9 | J: -2.0
> Cc1ccc(NC(=O)CN2C(=S)NC(C)(C)CC2C)cc1Cl (configuration not stated)
  A: -6.2 | B: 22.6 | C: 1.9 | D: 2.1 | E: -0.1 | F: -8.2 | G: i | H: 3.4 | I: 2.2 | J: -0.6
> CC(=O)N(C(C)=O)c1ccc2c(c1)OCCO2
  A: 0.8 | B: · | C: 2.2 | D: 0.4 | E: -1.6 | F: · | G: -0.6 | H: 0.5 | I: · | J: ·
> CCC(=O)c1ccc(OC)c(OC)c1O
  A: 9.6 | B: 19.1 | C: 1.4 | D: 9.1 | E: -1.9 | F: -1.5 | G: -1.2 | H: 0.3 | I: -0.7 | J: -17.4
> COc1cc(C)c(NC(=O)C(=S)N2CCCC2)cc1C
  A: 0.6 | B: -3.0 | C: 7.9 | D: -4.5 | E: -5.6 | F: 3.7 | G: -0.7 | H: 0.5 | I: -6.2 | J: 0.7

Filtered by structure, the compounds so far containing two or more sulfur atoms (two)
Abbreviations – A = CCHFV vOTU inh; B = DUSP3 inh; C = MazF activator; D = Yp Topo-I inh; E = PrPC surface inh; F = 3CLpro inhibitor; G = Vc quorum ag; H = TcdB GH inh; I = Rv3671c protease; J = SSB-PriA inh
> Cc1ccc(S(=O)(=O)NCCCNS(C)(=O)=O)cc1
  A: -3.2 | B: 2.6 | C: -6.8 | D: 2.2 | E: 0.0 | F: 5.8 | G: -0.4 | H: 3.2 | I: -7.0 | J: -0.6
> Cc1ccc(N2CC(C(=O)Nc3nnc(SCc4ccccn4)s3)CC2=O)cc1 (configuration not stated)
  A: -0.8 | B: 14.9 | C: -9.1 | D: 23.0 | E: 0.5 | F: 6.4 | G: 0.3 | H: 1.9 | I: 2.9 | J: -3.9

4 entries picked at random from the list so far, as already listed:
Abbreviations – A = CCHFV vOTU inh; B = DUSP3 inh; C = MazF activator; D = Yp Topo-I inh; E = PrPC surface inh; F = 3CLpro inhibitor; G = Vc quorum ag; H = TcdB GH inh; I = Rv3671c protease; J = SSB-PriA inh
> Cc1ccc(N2CC(C(=O)Nc3nnc(SCc4ccccn4)s3)CC2=O)cc1 (configuration not stated)
  A: -0.8 | B: 14.9 | C: -9.1 | D: 23.0 | E: 0.5 | F: 6.4 | G: 0.3 | H: 1.9 | I: 2.9 | J: -3.9
> CC1Cc2ccccc2N1C(=O)CN1C(=O)NC(C)(CCc2ccccc2)C1=O (configuration not stated)
  A: 10.8 | B: 2.3 | C: 4.9 | D: 19.5 | E: -7.1 | F: 5.5 | G: 0.7 | H: -0.7 | I: 2.9 | J: -6.4
> Cc1ccc(NS(=O)(=O)c2ccc3c(c2)NC(=O)CO3)c(C)c1
  A: -6.2 | B: 35.2 | C: 8.6 | D: 4.2 | E: 3.9 | F: -9.7 | G: -0.6 | H: -0.9 | I: -9.7 | J: -15.2
> COc1ccc(C(=O)N/C(=C/c2ccc(Cl)cc2)C(=O)NCc2ccncc2)cc1
  A: 1.9 | B: 5.7 | C: -1.6 | D: -1.5 | E: -3.9 | F: -3.6 | G: -0.4 | H: 1.7 | I: -2.4 | J: -8.4

Results in Yp Topo-I inh, for some of the entries so far:
Molecule,Yp Topo-I inh
COc1ccc(C(=O)N/C(=C/c2ccc(Cl)cc2)C(=O)NCc2ccncc2)cc1,-1.5
CC(C)(C)NC(=S)Nc1ccc(Nc2ccccc2)cc1,-9.2
Cc1cccc(N2CCN(C(=O)c3ccc4[nH]c(C)c(C)c4c3)CC2)c1C,20.4
